MLL CXXC-DNA inh = MLL CXXC-DNA interaction inhibition; Q03164; MLL-CXXC / FITC-HOXA9 DNA fluorescence polarization; Potency, µM (series often up to 115 µM), inactives show at the top dose activity change, negative = inhibition, hits mostly inhibitors; 290,000 tested, 0.037% active; AID 2662; active means well fitted inhibition curve with a large enough effect in the polarisation, with a control signal flat, not every such curve was filed as active; inconclusive means small, poorly fitted or top-dose-only effect, or effect the other way, or a change in a side signal; inactive means no such curve, though single readings can be large or run the other way; the % refers to the polarisation; further: potency means the concentration at half of the fitted maximal effect
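Fluorescence polarization: 7 uM MLL-CXXC (stock) preincubated 5 min with compounds, then 50 nM fluorescein-HOX-A9 DNA (stock) added; 30 min ambient. Buffer 50 mM Tris-HCl pH 7.5, 50 mM NaCl, 1 mM DTT, 0.05% BSA.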
GALK inhibitor = inhibitors of human galactokinase; Purified GALK, Kinase-Glo residual ATP luminescence; AID 1868; 270,000 tested, 0.007% active; P51570; Potency, µM (highest dose often 57.5 µM), without a hit: at the top dose activity change, negative = inhibition, usual class: inhibitors; further: potency means the concentration at half of the fitted maximal effect; on the % scale 0 is the no-effect control and ±100 the full control effect
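Galactose (100 uM) and ATP (35 uM) were turned over by 5 nM GALK for 1 h at RT. Kinase-Glo Plus then converted the remaining ATP into a luminescent signal.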
TRPV1 agonist = agonists of human vanilloid receptor 1 (TRPV1); TRPV1-expressing cells, Fluo-8 calcium influx, agonist mode; 320,000 tested, 0.19% active; activation, % at 8.33 µM; Q8NER1; in the data active means activation above about 80%; inconclusive means between about 30% and that limit; further: 0% is about no effect
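Cells expressing TRPV1 were dye-loaded with Fluo-8 and read kinetically: 10 s baseline, 3 min after compound (agonist portion), then 2 min after EC20 capsaicin (allosteric enhancer portion). Calcium-bound dye fluorescence at 480/520 nm.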
FBPA coupling cs = counter-screen for Giardia aldolase inhibitors: coupling enzyme system; coupling enzyme system counterscreen, AmpLite Red fluorescence; AID 2472; 290,000 tested, 0.67% active; activity change, negative = inhibition, % at 58.2 µM, hits read low; in the data active means activity change below about -30%; further: on the % scale 0 is the no-effect control and ±100 the full control effect
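Counterscreen of the coupled detection system alone, without aldolase: glyceraldehyde-3-phosphate coupling enzymes plus AmpLite Red readout. Compounds at 57.5 uM final, 10 min RT preincubation, 20 min RT reaction, fluorescence 525/598 nm.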
A-T KAP1 phos = potential ataxia-telangiectasia treatment. […] A-T fibroblasts, KAP-1 phosphorylation AlphaLISA; neocarzinostatin DNA damage 30 min before lysis. Potency, µM (titrated, usually from 57.5 µM), without a hit: top-dose activation, most hits filed as activators. 320,000 tested, 0.19% active; further: potency means the concentration at half of the fitted maximal effect; % of control where 0% means no effect; nearly all actives have a fitted effect of over 45% in size
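ATM-like activity read as KAP-1 phosphorylation via AlphaLISA donor/acceptor antibody pairs after lysis and 6 hr at 25C. Cells were ATM-null patient fibroblasts ([…], hTERT), dosed 60 min, then exposed to the DSB inducer NCS for 30 min.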
Integrin act MD = activators of alpha7 integrin expression for muscular dystrophy. 350,000 tested, 0.064% active. alpha7betagal myoblasts, beta-gal FDG fluorescence, 48 h. Potency, µM (titrated, usually from 38.3 µM), for inactives: at the top dose activation, most hits filed as activators. AID 624291;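 further: potency means the concentration at half of the fitted maximal effect; 100% = response of the positive control SU9516; nearly all actives have a fitted effect of over 60% in size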
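alpha7betagal+/- myoblasts (passage 13, 250/well) treated 48 h at 37C with compounds at 1:260 dilution of DMSO stock. Lysed, then beta-galactosidase activity read as FDG fluorescence (ex 480/em 540) after 30 min, with pre-read for autofluorescence.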
KCNH2 3.1 block = inhibitors of human KCNH2 3.1 potassium channel isoform. U2OS KCNH2 3.1, thallium flux FluxOr; hits give low values. activity change, % (tested at about 1.8 µM). 340,000 tested, 0.95% active. AID 720553;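 active means maximum activity change below -70%; inconclusive means maximum activity change from -70% to -50%; inactive means maximum activity change above -50%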;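 further: thallium influx rate constant from kinetic fluorescence after stimulation buffer; on the % scale 0 is the no-effect control and ±100 the full control effect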
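Virally transduced U2OS (3.1 isoform, 4 h infection in dark at RT) → overnight 37 C → FluxOr + Red40 in HBSS/HEPES, 45 min → stimulation buffer, 2 min kinetic read → rate constant vs DMSO controls.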
KCNH2 WT inh = blocks the wildtype human KCNH2 potassium channel; Q12809; 340,000 tested, 0.37% active; U2OS, BacMam KCNH2, thallium flux FluxOr; hits give low values; activity change, % at 1.84 µM;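 active means maximum activity change below -70%; inconclusive means maximum activity change between -70% and -50%; inactive means maximum activity change above -50%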; further: on the % scale 0 is the no-effect control and ±100 the full control effect
Target sequence (Q12809 whole entry, looked up): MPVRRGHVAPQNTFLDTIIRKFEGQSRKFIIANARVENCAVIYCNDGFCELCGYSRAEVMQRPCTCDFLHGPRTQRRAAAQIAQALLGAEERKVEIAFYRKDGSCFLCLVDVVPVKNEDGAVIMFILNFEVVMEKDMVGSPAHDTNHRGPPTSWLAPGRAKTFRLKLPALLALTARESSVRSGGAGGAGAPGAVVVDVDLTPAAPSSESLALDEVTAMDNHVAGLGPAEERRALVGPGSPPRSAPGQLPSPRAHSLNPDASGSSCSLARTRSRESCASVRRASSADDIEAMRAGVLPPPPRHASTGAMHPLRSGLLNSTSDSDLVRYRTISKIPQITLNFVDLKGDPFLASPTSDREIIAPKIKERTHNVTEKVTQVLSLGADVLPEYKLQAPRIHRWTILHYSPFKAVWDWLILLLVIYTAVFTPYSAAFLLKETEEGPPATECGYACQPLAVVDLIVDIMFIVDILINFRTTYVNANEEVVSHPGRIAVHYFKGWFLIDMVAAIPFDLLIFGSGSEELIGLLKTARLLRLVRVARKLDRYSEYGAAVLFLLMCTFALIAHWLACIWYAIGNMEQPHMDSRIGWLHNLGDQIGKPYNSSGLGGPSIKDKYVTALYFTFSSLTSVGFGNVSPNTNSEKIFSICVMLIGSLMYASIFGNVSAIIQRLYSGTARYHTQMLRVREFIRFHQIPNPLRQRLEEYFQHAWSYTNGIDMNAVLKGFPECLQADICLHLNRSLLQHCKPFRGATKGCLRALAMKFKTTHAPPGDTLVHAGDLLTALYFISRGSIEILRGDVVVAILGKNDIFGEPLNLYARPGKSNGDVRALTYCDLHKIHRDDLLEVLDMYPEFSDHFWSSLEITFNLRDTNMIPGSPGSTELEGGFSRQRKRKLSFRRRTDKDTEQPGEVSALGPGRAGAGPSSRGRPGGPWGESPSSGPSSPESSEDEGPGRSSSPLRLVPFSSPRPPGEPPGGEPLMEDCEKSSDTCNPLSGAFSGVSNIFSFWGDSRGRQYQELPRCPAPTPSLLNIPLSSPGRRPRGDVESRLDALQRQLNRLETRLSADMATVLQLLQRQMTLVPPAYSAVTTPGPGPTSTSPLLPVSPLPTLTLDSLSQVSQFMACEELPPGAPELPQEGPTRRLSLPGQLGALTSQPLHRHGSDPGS
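U2OS cells were transduced with wild-type KCNH2 virus (2.03 x 10^8 / mL) for 4 h at room temperature, then cultured overnight at 37 C. Thallium flux was read with FluxOr dye. Rate constants were normalized to DMSO controls.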
ASM inhibitor = human S-ASM enzyme inhibition | P17405 | 340,000 tested, 0.006% active | Potency, µM (series often up to 57.5 µM), for inactives: at the highest dose activity change, negative = inhibition, most hits filed as inhibitors | placental ASM, HMU-PC fluorogenic substrate, 60 min; further: potency means the concentration at half of the fitted maximal effect
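Fluorescence read-out (Ex 386 nm, Em 447 nm) after stopping the reaction at pH 10. Enzyme: ASM from human placenta; substrate HMU-PC0, 9 uM final; 60 min, 37 °C. Compound preincubation 10 min, ambient temperature.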
MBNL1 CUG block = blocks human MBNL1 binding to CUG repeat RNA; Q9NR56; TR-FRET MBNL1-His/biotin-(CUG)12 binding, 665/545 ratio; Potency, µM (top dose mostly 57.5 µM), for inactives: top-dose activity change, negative = inhibition, usual class: inhibitors; 280,000 tested, 0.036% active; AID 2675; active means well fitted inhibition curve with a large enough effect in the signal ratio, with a control signal flat, not every such curve was filed as active; inconclusive means small, poorly fitted or top-dose-only effect, or effect the other way, or a change in a side signal; inactive means no such curve, though single readings can be large or run the other way; the % refers to the signal ratio; further: potency means the concentration at half of the fitted maximal effect; on the % scale 0 is the no-effect control and ±100 the full control effect
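His-tagged MBNL1 binding to biotinylated (CUG)12 RNA was measured by TR-FRET using terbium anti-His antibody (0.055 ng/ul final) and streptavidin-XL665 (5 nM final). Compounds were titrated 92 nM to 58 uM; 60 min at room temperature.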
The depositor's hits bear a star; ? = inconclusive; . = not tested or not shown; & = joins results of further samples; [ ] = remark or other dose. Unless noted, the call rests on the fitted dose curve; in most records, active means well fitted curve in the direction sought with a large enough effect; inconclusive means small, poorly fitted or top-dose-only effect, or another doubt; inactive means no such curve, though single readings can be large; an effect the other way counts as inactive or inconclusive.

SMILES	MLL CXXC-DNA inh	GALK inhibitor	TRPV1 agonist	FBPA coupling cs	A-T KAP1 phos	Integrin act MD	KCNH2 3.1 block	KCNH2 WT inh	ASM inhibitor	MBNL1 CUG block
CC(CNC(=O)COc1ccccc1)OC(=O)Nc1cccc(Cl)c1 (stereo not given)	11%	1%	1	-11	8%	-30%	-39	5	-4%	.
COc1ccc(/C=C(/NC(=O)c2cccc([N+](=O)[O-])c2)C(=O)O)cc1OC	11%	8%	2	8	3%	2%	-6	6	2%	?
COc1ccc(NC(=O)Cn2nnc(C(=O)Nc3ccc(F)c(Cl)c3)c2N)cc1	17%	6%	-3	-1	3%	?	15	-13	2%	-7%
O=C(C(Cc1ccccc1)n1cccc1)N1CCN(c2ncccn2)CC1 (stereo not given)	-12%	2%	13	1	11%	11%	0	13	-3%	3%
O=C(O)C1CCN(Cc2oc(CO)cc(=O)c2O)C1 (stereo not given)	.	.	.	.	.	18%	-4	1	7%	.
CCN=C1SC(CC(=O)Nc2ccc(C(F)(F)F)cc2)C(=O)N1CC (stereo not given)	3%	2%	2	-2	2%	0%	-14	4	-1%	4%
c1ccc(-c2noc(CC3CCCCC3)n2)nc1	1%	4%	18	0	0%	-6%	7	9	-2%	5%
Fc1cccc(CSc2nc3ncc(Cl)cc3[nH]2)c1	-5%	-3%	-2	-6	?	-6%	-13	2	-3%	3%
CN(CC(=O)Nc1ccccc1C(F)(F)F)C(=O)COc1ncnc2ccccc12	4%	-3%	0	2	3%	-15%	-35	1	0%	-3%
O=S(=O)(/C=C/c1ccccc1)N1CCN(c2ccccc2)CC1	-3%	-1%	4	0	-3%	21%	-2	0	0%	0%
Cc1cc(Br)cc(Cl)c1OCC(=O)N1CCN(C(=O)c2ccco2)CC1	.	.	6	.	20%	-12%	-6	11	0%	.
Cc1nnc(NC(=O)c2ccc(-c3cccc(C(F)(F)F)c3)o2)s1	55%[activator]	-2%	0	-3	1%	7%	8	-21	3%	-2%

5 records picked at random from the list so far, as already listed:
SMILES	MLL CXXC-DNA inh	GALK inhibitor	TRPV1 agonist	FBPA coupling cs	A-T KAP1 phos	Integrin act MD	KCNH2 3.1 block	KCNH2 WT inh	ASM inhibitor	MBNL1 CUG block
COc1ccc(NC(=O)Cn2nnc(C(=O)Nc3ccc(F)c(Cl)c3)c2N)cc1	17%	6%	-3	-1	3%	?	15	-13	2%	-7%
Cc1cc(Br)cc(Cl)c1OCC(=O)N1CCN(C(=O)c2ccco2)CC1	.	.	6	.	20%	-12%	-6	11	0%	.
c1ccc(-c2noc(CC3CCCCC3)n2)nc1	1%	4%	18	0	0%	-6%	7	9	-2%	5%
Fc1cccc(CSc2nc3ncc(Cl)cc3[nH]2)c1	-5%	-3%	-2	-6	?	-6%	-13	2	-3%	3%
COc1ccc(/C=C(/NC(=O)c2cccc([N+](=O)[O-])c2)C(=O)O)cc1OC	11%	8%	2	8	3%	2%	-6	6	2%	?

Next records follow.
SMILES	MLL CXXC-DNA inh	GALK inhibitor	TRPV1 agonist	FBPA coupling cs	A-T KAP1 phos	Integrin act MD	KCNH2 3.1 block	KCNH2 WT inh	ASM inhibitor	MBNL1 CUG block
CC1(C)Cc2cccc(OCC(=O)N3CCN(S(=O)(=O)c4ccccc4)CC3)c2O1	-3%	3%	3	0	6%	17%	-1	14	3%	-5%
CN(C)c1ccc(C(=S)Nc2ccccc2)cc1	-7%	2%	?	3	-7%	0%	-1	-2	81%[activator]	58%[activator]
Cc1cc(C)c(-n2c(O)c(C=NCCN3CCOCC3)c(=O)[nH]c2=O)c(C)c1	2%	-3%	.	-2	-6%	6%	-5	13	0%	-1%
COc1ccc(C2C(C(=O)Nc3cc(OC)c(OC)c(OC)c3)c3ccccc3C(=O)N2C)cc1 (stereo not given)	-10%	2%	-2	2	-9%	-45%[inhibitor]	7	3	-4%	-3%
CN(/C=C/C(=O)C(F)(F)C(F)(F)F)Cc1ccccc1	-4%	0%	18	-1	9%	6%	.	-3	1%	3%
Cc1cc(-c2n[nH]c(=S)n2-c2ccc(F)cc2)nn1C	3%	1%	-2	1	3%	?	2	-6	3%	-7%
CCN1CCc2c(sc(N)c2C#N)C1	-13%	0%	-6	-18	-5%	19%	1	8	107%[activator]	16%
CCOC(=O)[C@H]1[C@H]2COc3ccc(OC)cc3[C@@H]2N2C(=O)c3ccc(C)cc3NC(=O)[C@@]12C	.	.	0	.	-21%	-14%	9	-9	3%	.
COc1cc2[nH]c(=S)n(Cc3ccccc3)c(=O)c2cc1OC	-5%	4%	-5	0	4%	0%	-4	-5	8%	-4%
CCN1CCCC1CNCc1cccc(OC)c1OCc1ccc(F)cc1 (stereo not given)	4%	-3%	-2	3	11%	-1%	6	10	5%	.
C=CCN1C(=O)C(C)(C)Nc2ccccc21	0%	1%	0	1	5%	-17%	-1	6	3%	6%
Cc1cc(C)n2nc(-c3sccc3-n3c(C)ccc3C)cc2n1	-18%	3%	2	1	-2%	-8%	-2	1	6%	0%
COc1cc(/C=C(/C#N)C(=O)NCc2ccccc2)cc(OC)c1OC	-3%	0%	?	3	17%	-20%	-1	-16	-3%	4%
CCCn1cnc2c(cnn2-c2ccc(F)cc2)c1=O	2%	-1%	27	-1	-1%	-26%	9	6	-1%	-11%
CC(C)CC(=O)Nc1ccccc1N1CCN(c2ccc(F)cc2)CC1	-2%	5%	?	-2	5%	0%	-11	-3	-5%	0%
CCc1nc(SCc2ccc(F)cc2)[nH]c(=O)c1C#N	3%	-5%	-1	19	.	27%	-8	-1	9%	?
N#C/C(=C\c1cccnc1)c1nc2c(s1)CCCC2	13%	-3%	?	0	-2%	-29%	-22	1	403%[activator]	?
Cc1ccccc1OC(C)C(=O)N1CCC(Cc2ccccc2)CC1 (stereo not given)	-9%	-2%	?	8	3%	-1%	-16	-6	-5%	-2%
O=C(CSc1nnc2c(n1)[nH]c1ccc(F)cc12)NCc1ccc(F)cc1	7%	-2%	1	0	-3%	-11%	3	21	-2%	0%
COc1cc(NC(=O)c2cc(Cl)nnc2Cl)cc(OC)c1OC	0%	13%	-5	-1	-5%	-20%	-9	-2	3%	5%
O=C1CCN(C(=O)c2ccc(Cl)cc2)N1	11%	-2%	-2	6	4%	17%	-1	-27	6%	-4%
Cc1ccc2c(-c3ccc([N+](=O)[O-])cc3)cc(=O)[nH]c2c1	7%	1%	-4	3	5%	12%	-16	-5	-4%	19%
COc1cc2c(cc1OC)-c1cc(Nc3ccc(F)cc3)nc(=O)n1CC2	?	.	-5	-1	17%	-18%	12	10	5%	-4%
CCCC(=O)N1CCN(c2nc3ccc(Cl)cc3s2)CC1	8%	1%	?	.	11%	5%	5	1	0%	-2%

Structural class, the compounds so far with a nitro group on carbon
SMILES	MLL CXXC-DNA inh	GALK inhibitor	TRPV1 agonist	FBPA coupling cs	A-T KAP1 phos	Integrin act MD	KCNH2 3.1 block	KCNH2 WT inh	ASM inhibitor	MBNL1 CUG block
COc1ccc(/C=C(/NC(=O)c2cccc([N+](=O)[O-])c2)C(=O)O)cc1OC	11%	8%	2	8	3%	2%	-6	6	2%	?
Cc1ccc2c(-c3ccc([N+](=O)[O-])cc3)cc(=O)[nH]c2c1	7%	1%	-4	3	5%	12%	-16	-5	-4%	19%

Remaining list, next part.
SMILES	MLL CXXC-DNA inh	GALK inhibitor	TRPV1 agonist	FBPA coupling cs	A-T KAP1 phos	Integrin act MD	KCNH2 3.1 block	KCNH2 WT inh	ASM inhibitor	MBNL1 CUG block
O=C(NC(=S)NCCN1CCOCC1)c1ccccc1Cl	2%	-1%	-5	3	5%	6%	-13	4	3%	3%
CCOC(=O)c1cc(-c2cccc([N+](=O)[O-])c2)nc2[nH]c(=O)[nH]c(=O)c12	-5%	1%	-5	-1	-1%	-1%	9	12	-5%	.
COc1ccc(-c2cc(=O)c3ccc(O)cc3o2)cc1	.	.	.	0&0	.	-19%	-26	0	48%[activator]	.
COc1ccc(CCNC(=O)Cn2c(=O)oc3ccccc32)cc1OC	5%	-1%	-1	-2	-3%	8%	3	8	3%	-11%
CC(C)c1ccc(CN(C(=O)/C=C/c2ccco2)C2CCS(=O)(=O)C2)cc1 (stereo not given)	-26%	0%	.	-1	1%	6%	4	3	2%	.
Cc1cccc(N2CCN(C(=O)c3cn(C)c(=O)c4c3c3ccccc3n4C)CC2)c1C	0%	3%	8	0	6%	25%	-2	-5	-27%	4%
C[C@H](NS(=O)(=O)c1ccc(F)cc1)C(=O)OCC(=O)c1c(N)n(C)c(=O)n(C)c1=O	.	.	.	.	2%	9%	29	-10	-4%	.

Random draw from the library; 2% or so of the library scored in one or more.
